LDHA inh – inhibitors of human lactate dehydrogenase A | hit rate 0.15% among 480,000 | activity change, % (values are at about 110 or 230 µM) | P00338 | purified LDHA, NADH/diaphorase-resazurin fluorescence; active compounds read low; in the data active means activity change below about -30%; inconclusive means mostly about -25% to -30%;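 further: plate controls were DMSO wells for no effect and wells without enzyme for full effect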
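Resorufin fluorescence (ex540/em590), read at 0 and 20 min after diaphorase/resazurin addition, reports the NADH left after a 5 min room-temperature reaction of 2 nM human LDH5 with 0.06 mM NADH and 0.2 mM pyruvate.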
Starred values were filed as active, the others as inactive; ? = inconclusive.

LDHA inh | mol
-5 | CCN(CC(=O)NC(N)=O)Cc1ccccc1C
83 | N#C/C(=C\C=C\c1ccco1)C(=O)NC1CC1
7 | COc1ccccc1-c1c(C(F)(F)F)oc2cc(OCC#N)ccc2c1=O
-3 | C=CCNC(=O)C(NC(C)=O)C1CCCC1 (configuration not stated)
-3 | Cn1nc(C(=O)N2CCN(c3ccccc3)CC2)c2ccccc2c1=O
5 | COc1ccccc1-c1c(C(F)(F)F)oc2cc(OC(=O)C3CC3)ccc2c1=O
0 | Cc1c(OC(=O)c2ccccc2Cl)cccc1OC(=O)c1ccccc1Cl
9 | O=C(C1CC1)N(Cc1ccc2c(c1)CN(S(=O)(=O)c1cc(F)cc(F)c1)CCO2)c1ccccc1

(more compounds)
LDHA inh | mol
3 | CC(C)n1c(CN2CCOCC2)nc2c1c(=O)n(C)c(=O)n2C
-1 | CCOC(=O)c1[nH]c2cc(OC)c(OC)cc2c1NC(=O)CCN1CCC(C(N)=O)CC1
-2 | CCOc1ccc(-c2nc(C#N)c(NCCCN(CC)CC)o2)cc1
13 | CCOC(=O)Cc1ccc(NC(=O)NCC(=O)N2CCc3ccccc32)cc1
1 | COC(=O)c1ccc(-c2ccc(CNCc3ccco3)o2)cc1
-20 | CC1CCN(c2nc3c(c(=O)n(C)c(=O)n3C)n2CC(=O)C23CC4CC(CC(C4)C2)C3)CC1
2 | S=C1NC2(CCCCC2)NN1c1ccc(Cl)cc1
-8 | CC(N)COc1ccccc1C(F)(F)F (configuration not stated)

Further results:
LDHA inh | mol
0 | CCC(C)(C(=O)NC1CCCC1)N(C)C(=O)Cc1cccs1 (configuration not stated)
7 | Cc1ccc(N2NC3(CCCC(C)C3)NC2=S)cc1C (configuration not stated)
10 | O=C(Cc1c[nH]c2ccccc12)Nc1cc(S(=O)(=O)N2CCOCC2)ccc1N1CCCCCC1
-1 | COc1ccc(C(=O)N2N=C(C)CC2(O)C(F)(F)F)cc1OC (configuration not stated)
-5 | O=C(NCCOc1ccccc1)c1ccc2ccccc2n1
3 | CN(C)CCCNC(=O)c1cc2cc(F)ccc2[nH]1
-8 | C=CCn1c(SCc2nc3ccccc3o2)nc2ccccc2c1=O
0 | CCCCCC1CCC(c2ccc(-c3ccc(CC)cn3)cc2)CC1C (configuration not stated)

(cont.)
LDHA inh | mol
3 | CCN(CC)S(=O)(=O)c1ccc(S(=O)(=O)N2CCCC2c2cccn2C)cc1 (configuration not stated)
9 | C=C(C)CN(CC)C(=O)c1scnc1C
1 | CCC1CCCCN1C(=O)CN1C(=O)N(c2c(C)cccc2C)S(=O)(=O)c2ccccc21 (configuration not stated)
-1 | CCOc1ccc(C)cc1S(=O)(=O)n1ccnc1C
3 | CC(NC(=O)c1ccc(F)cc1)C12CC3CC(CC(C3)C1)C2 (configuration not stated)
-1 | NCCC1C2CC3CC(C2)CC1C3 (configuration not stated)
-2 | COc1cc(CCC(=O)OCC(=O)c2ccccc2Br)cc(OC)c1OC
6 | O=S(=O)(NCCc1csc2nc(-c3ccc(F)cc3)nn12)c1ccc(F)c(C(F)(F)F)c1

Continued.
LDHA inh | mol
-5 | N#Cc1nc(COc2ccc(Br)cc2)oc1NCc1ccco1
-1 | N#CCCN1CCN(c2ccc(C(=O)O)cc2NS(=O)(=O)c2ccc(F)cc2)CC1
3 | O=C(Cc1cccs1)N(Cc1ccco1)C1CC1
5 | COc1ccc(/C=C2\N=C(SC)SC2=O)cc1C
-21 | CCOc1cc(C2Nc3ccc(C)cc3[C@H]3OCCC[C@@H]23)cc(Br)c1O (some centres not stated)
-13 | CC(C)(C)c1nnc(Nc2cc(Cl)ccc2Cl)[nH]c1=O
8 | CC(=O)c1c(F)cccc1N1CCN(c2cccc(C(F)(F)F)c2)CC1
? | N#Cc1c(SCC(=O)N2CCOCC2)nc(N2CCCCC2)c2c1CCCC2

Continued.
LDHA inh | mol
3 | O=C(CCNC(=O)N1CCN(C(=O)c2cc3ccccc3[nH]2)CC1)N1CCCC1
-3 | O=C(Cc1ccccc1)Nc1sc2c(c1C(=O)Nc1cccc(Cl)c1)CCCC2
10 | Cc1ccc(OCCNC(=O)Cc2c[nH]c3ccccc23)c(C)c1
0 | COc1ccc(C(=O)NCC2CCCCC2)cc1S(=O)(=O)N(C)C
4 | Cc1[nH]c2ccccc2c1C(=O)C(=O)Nc1ccc(C(C)C)cc1
-3 | Cc1cccc(NC(=O)Cc2nc(-c3c(N)n(Cc4ccccc4)c(=O)n(C)c3=O)cs2)c1
-4 | O=C(NC1CCCc2ccccc21)C1CC=CCC1 (configuration not stated)
0 | COc1cc(OC)c(Nc2nc3ccccc3nc2NS(=O)(=O)c2ccccc2)cc1Cl

The list continues:
LDHA inh | mol
-3 | COc1ccc(OC)c(NC(=O)COC(=O)c2cc(S(=O)(=O)N3CCOCC3)ccc2F)c1
-8 | CCCNc1c(NS(=O)(=O)c2ccc3[nH]c(=O)oc3c2)c(=O)oc2ccccc12
3 | O=C(COc1ccc([N+](=O)[O-])cc1Cl)c1ccc2c(c1)OCCO2
6 | CN(/C=C/C(=O)C(F)(F)F)c1ccccc1C(=O)O
6 | O=S(Cc1ccccc1)Cc1ccc(Cl)cc1 (configuration not stated)
2 | COc1ccc(CN2CCN(C(C)c3nnc(-c4ccccc4)o3)CC2)cc1F (configuration not stated)
4 | CC(O)c1ccc(-c2ccc(CNCc3ccc(F)cc3)o2)cc1 (configuration not stated)
-4 | CN1CCN(c2nc3ccccc3nc2C(=O)Nc2ccccc2)CC1

(cont.)
LDHA inh | mol
12 | CCCc1cc(=O)oc2cc(C)cc(OCC(=O)NC3CC(C)(C)NC(C)(C)C3)c12
1 | CCN(C)S(=O)(=O)c1cc2c(cc1Cl)Oc1cc(C)ccc1NC2=O
-25 | O=C(C1=C(O)C(=O)N(CCc2ccccc2)C1c1ccncc1)c1ccco1 (configuration not stated)
11 | O=C(Cn1ncc(=O)c2ccccc21)N1CCCC1c1ccc2c(c1)OCCCO2 (configuration not stated)
2 | Cc1nc(NC(=O)COc2ccc(Br)cc2)sc1C
-2 | CC(=O)Nc1nc2ccc(CC(=O)N3CCN(c4ccccc4F)CC3)cc2s1
1 | COCCc1ccc(OS(=O)(=O)c2ccc(C)cc2C)cc1
-5 | CCOC(=O)c1ccsc1NC(=O)Cn1nnc(-c2ccccc2)n1

Some of these compounds in order of the LDHA inh value, highest first.
LDHA inh | mol
11 | O=C(Cn1ncc(=O)c2ccccc21)N1CCCC1c1ccc2c(c1)OCCCO2 (configuration not stated)
2 | Cc1nc(NC(=O)COc2ccc(Br)cc2)sc1C
-5 | CCOC(=O)c1ccsc1NC(=O)Cn1nnc(-c2ccccc2)n1

(cont.)
LDHA inh | mol
-3 | Cc1nc(C#N)c(N2CCN(C(=O)CN(C)C(C)C(C)C)CC2)o1 (configuration not stated)
-2 | COc1ccccc1-c1c(C)oc2cc(O)ccc2c1=O
0 | COc1ccc(NC(=O)COc2ccc3c(=O)c(Oc4ccc(F)cc4)coc3c2)cc1
-2 | CCN(C(=O)c1cccc(C(F)(F)F)c1)C1CC1
3 | Cc1ccsc1/C=C1\Oc2cc(OS(C)(=O)=O)ccc2C1=O
8 | CSc1ccc(-c2nc3cnccn3c2Nc2ccc3c(c2)OCCO3)cc1
-3 | CCOc1ccc(C(C)=O)cc1COc1ccccc1C#N
0 | Cc1nc(-c2c(Cl)cccc2Cl)sc1C(=O)N[C@H](C(=O)O)C(C)C

(continued)
LDHA inh | mol
3 | COCCn1c(=O)c2c(nc(-n3nc(C)c(C)c3C)n2Cc2ccccc2F)n(C)c1=O
-2 | CCCCCn1nc(C(=O)NCc2cccs2)c2ccccc2c1=O
-22 | O=C(O)c1ccc(OCc2nnnn2-c2ccc(Br)cc2)cc1
-5 | COc1ccc(CNC23CC4CC(CC(C4)C2)C3)c2ccccc12
1 | CC(NC(=O)CCc1ccco1)C1CC2CCC1C2 (configuration not stated)
-30* | COc1ccc(NC(=O)c2c(NC(=O)CCC(=O)O)sc3c2CCC(C(C)(C)C)C3)cc1 (configuration not stated)
4 | NC(=O)c1oc2ccccc2c1NC(=O)C(=O)O
7 | CC(C)c1ccc(/C=C2\Oc3cc(OS(C)(=O)=O)ccc3C2=O)cc1

More records.
LDHA inh | mol
-9 | O=c1oc2ccccc2cc1-c1nc(-c2cccnc2)no1
-2 | CN(C)Cc1ccccc1CNC(=O)c1nccnc1N
2 | CCn1nc(-c2ccc(C)c(S(=O)(=O)NCc3ccc(C)cc3)c2)c2c(c1=O)CCCC2
-1 | CSc1cc2c(s1)c1cnn(Cc3ccccc3F)c(=O)c1n2C
-2 | FC(F)(F)c1cccc(N/N=C/c2ccc(Br)cc2)c1
1 | O=C(O)/C=C/c1ccc(SC(F)F)cc1
5 | CCOc1ccc(NC(=O)c2nc(-c3ccccc3)n(-c3ccc(F)cc3)n2)cc1
-9 | Cc1ccc2cc(C(=O)O)[nH]c2c1

Later entries:
LDHA inh | mol
7 | Cc1cc(-c2csc(N)n2)c(C)n1-c1c(C)n(C)n(-c2ccccc2)c1=O
3 | C=CCNc1nc(C(=O)OCc2c(F)c(F)c(F)c(F)c2F)cs1
8 | CC1(C)CC(NC(=O)Cn2nc(-c3ccc(Cl)cc3)c3ccccc3c2=O)CC(C)(C)N1
4 | CCc1ccc(C2=NN(C(=O)c3cccs3)C(c3ccc4nccnc4c3)C2)cc1 (configuration not stated)
6 | O=C1c2ccccc2C(=O)N1c1cccc2cnccc12
2 | Cc1nn(C)c(C)c1CC(=O)Nc1nc(C2CC2)cs1
-5 | CC(=O)Nc1ccc(NC(=O)c2cc(-c3ccccn3)nc3ccccc23)cc1
-5 | CCCCCn1c(=O)n(CC(=O)Nc2ccccc2C)c(=O)c2c1ncn2CC(C)C

Carrying on:
LDHA inh | mol
1 | Cc1cc(C)cc(NC(=O)CC2CC3CCC2C3)c1 (configuration not stated)
3 | CCCOc1ccc(C(=O)Nc2cccc3ncccc23)cc1
-6 | C=CCNCc1cccc(Br)c1
-4 | CN(C)C(=O)COc1ccccc1-c1nc(-c2ccccc2)no1
-3 | O=C(O)/C=C/c1c(Cl)cccc1Cl
-2 | COc1ccc(C(C)(C)C)cc1NC(=O)COC(=O)c1ccc2c(c1)NC(=O)CS2
7 | O=C(Cc1coc2cc3c(cc12)CCC3)NC1CCSc2c(F)cccc21 (configuration not stated)
3 | Cc1ccc(-c2cc(C(=O)Nc3nccs3)c3ccccc3n2)cc1

(more compounds)
LDHA inh | mol
3 | CCCOc1ccc(NC(=O)COc2ccc(C(C)(C)C)cc2)c2cccnc12
14 | O=C(Cc1coc2ccc3ccccc3c12)OC[C@@H]1CCCO1
-2 | Cc1ccc(Cl)c(OCc2n[nH]c(=S)n2CC2CCCO2)c1 (configuration not stated)
9 | CCN(CC)CCCNCc1ccccc1
0 | CCOC(=O)CC1(NC(=O)N2CCCCCC2c2ccc(C)s2)CCCCC1 (configuration not stated)
-6 | COc1cc(Nc2ncnc3scc(-c4ccc(Cl)cc4)c23)cc(OC)c1
-4 | CC(C)c1nc(N2CCN(C(=O)C(=O)N3CCOCC3)CC2)c(C#N)c2c1CCCC2
2 | CC(C)(C)C(=O)N(Cc1ccc2cc[nH]c2c1)C1CC1

Next results:
LDHA inh | mol
8 | COc1ccc(-c2nc3cc(NC(=O)c4cccc(Br)c4)ccc3o2)cc1
-3 | Cc1ccc2cccc(NC(=O)COc3ccc(C)c(C)c3)c2n1
-1 | CCc1ccc(/C=C/C(=O)c2ccc(CC(=O)O)cc2)cc1
2 | Cc1oc2cc(OS(C)(=O)=O)ccc2c(=O)c1-c1ccc(Br)cc1
-2 | CC1CCCC(NC(=O)c2cc(Sc3cccc(Cl)c3)nc3ccccc23)C1C (configuration not stated)
4 | O=C(CSc1ccccc1)CSc1ccccc1
-2 | Cc1ccc(NC(=O)C(C)N(c2ccc(C)c(C)c2)S(C)(=O)=O)cc1C (configuration not stated)
5 | CCCNC(=S)Nc1cc(C)cc(C)c1

Later entries:
LDHA inh | mol
0 | COc1ccc(S(=O)(=O)Nc2cc3c(cc2SC2CCCCC2)n(C)c(=O)n3C)cc1
-5 | CN1CCN(CCOc2ccc3c(=O)c(-c4ccccc4)coc3c2)CC1
-32* | COc1cc(NC(=O)C(C)n2nc(-c3ccccc3)c3c(c2=O)CCCC3)cc(OC)c1 (configuration not stated)
4 | Cc1ccc(-c2cc(C(=O)N3CCN(C(=O)c4ccco4)CC3)c3ccccc3n2)cc1
9 | COc1cccc(CNC(C)C)c1OCc1ccccc1
3 | Cc1ccc(N(C)S(=O)(=O)c2ccc3c(c2)CCC(=O)N3)cc1C
4 | Cc1ccc(-c2nc3nc(CNc4ccc(C)c(Cl)c4)cc(=O)n3[nH]2)cc1
0 | O=C(O)C1CC=CCC1C(=O)Nc1ccccc1C(F)(F)F (configuration not stated)

Gathered by group, the entries above containing a Cl atom.
LDHA inh | mol
0 | Cc1c(OC(=O)c2ccccc2Cl)cccc1OC(=O)c1ccccc1Cl
2 | S=C1NC2(CCCCC2)NN1c1ccc(Cl)cc1
-13 | CC(C)(C)c1nnc(Nc2cc(Cl)ccc2Cl)[nH]c1=O
-3 | O=C(Cc1ccccc1)Nc1sc2c(c1C(=O)Nc1cccc(Cl)c1)CCCC2
0 | COc1cc(OC)c(Nc2nc3ccccc3nc2NS(=O)(=O)c2ccccc2)cc1Cl
3 | O=C(COc1ccc([N+](=O)[O-])cc1Cl)c1ccc2c(c1)OCCO2
6 | O=S(Cc1ccccc1)Cc1ccc(Cl)cc1 (configuration not stated)
1 | CCN(C)S(=O)(=O)c1cc2c(cc1Cl)Oc1cc(C)ccc1NC2=O
0 | Cc1nc(-c2c(Cl)cccc2Cl)sc1C(=O)N[C@H](C(=O)O)C(C)C
8 | CC1(C)CC(NC(=O)Cn2nc(-c3ccc(Cl)cc3)c3ccccc3c2=O)CC(C)(C)N1
-3 | O=C(O)/C=C/c1c(Cl)cccc1Cl
-2 | Cc1ccc(Cl)c(OCc2n[nH]c(=S)n2CC2CCCO2)c1 (configuration not stated)
-6 | COc1cc(Nc2ncnc3scc(-c4ccc(Cl)cc4)c23)cc(OC)c1
-2 | CC1CCCC(NC(=O)c2cc(Sc3cccc(Cl)c3)nc3ccccc23)C1C (configuration not stated)
4 | Cc1ccc(-c2nc3nc(CNc4ccc(C)c(Cl)c4)cc(=O)n3[nH]2)cc1

These rows are one share of the data; count on the stated rates, not on these rows.
